# Screening data: PubChem, National Center for Advancing Translational Sciences (NCATS)
# Pin1 inhibitor: inhibitors of human Pin1. Q13526. Pin1 FP peptide displacement, HiFluor488, 10 min. Potency, µM (series often up to 115 µM), inactives show at the top dose activity, negative = inhibition, usual class: inhibitors. hit rate 0.009% among 390,000; active means well fitted inhibition curve with a large enough effect in the polarisation, with a control signal flat, not every such curve was filed as active; inconclusive means small, poorly fitted or top-dose-only effect, or effect the other way, or a change in a side signal; inactive means no such curve, though single readings can be large or run the other way; the % refers to the polarisation; further: potency means the concentration at half of the fitted maximal effect; on the % scale 0 is the no-effect control and ±100 the full control effect
# Tb PGK inh: inhibitors of T. brucei phosphoglycerate kinase; P07378; PGK/GAPDH coupled, Kinase-Glo luminescence, 60 min; Potency, µM (titrated, usually from 57.5 µM), inactives show at the top dose activity change, negative = inhibition, hits mostly inhibitors; hit rate 0.043% among 380,000; further: potency means the concentration at half of the fitted maximal effect; on the % scale 0 is the no-effect control and ±100 the full control effect; nearly all actives have a fitted effect of over 60% in size
#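 Luminescent ATP detection (Kinase-Glo Plus) follows a 60-minute room-temperature incubation, with wells lacking PGK as controls. Buffer: 100 mM TEA (pH 7.6), 5 mM MgCl2, 0.01% Tween-20. Coupling enzyme GAPDH (100 nM final) supplies unstable 1,3-BPG in-well.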
# G9a inh: blocks human histone lysine methyltransferase G9a | G9a H3K9 monomethylation, AlphaScreen, 2 h | Potency, µM (titrated, usually from 102 µM), inactives show at the top dose activity, negative = inhibition, actives largely listed as inhibitors | hit rate 8.8% among 350,000 | AID 504332; further: potency means the concentration at half of the fitted maximal effect; on the % scale 0 is the no-effect control and ±100 the full control effect; nearly all actives have a fitted effect of over 75% in size
#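 G9a (20 nM) was preincubated 15 min with compound, then reacted 2 h at room temperature with 500 nM biotin-H3K9 peptide and 20 µM SAM. Monomethyl-H3K9 detected by AlphaScreen using anti-H3K9me1 antibody.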
# GLS inh: inhibitors of human glutaminase (GLS) | O94925 | GLS enzymatic activity, qHTS titration | Potency, µM (highest dose often 45.5 µM), for the others: at the highest dose activity change, negative = inhibition, hits mostly inhibitors | hit rate 0.21% among 410,000; further: potency means the concentration at half of the fitted maximal effect; on the % scale 0 is the no-effect control and ±100 the full control effect
#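 hKGA; 45 mM KH2PO4 pH 8.2 + 0.02% Tween-20; cpd via pin tool; 1 mM Gln soln; GluOx/HRP/Amplex Red; RT 30 min; fluor. t0 & final.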
# HP1b chromo inh: blocks HP1-beta chromodomain binding to methylated histone tails; hit rate 0.56% among 390,000; AlphaScreen HP1-beta / biotin-H3K9me3 peptide binding; Potency, µM (doses to about 114 µM), without a hit: at the highest dose activity change, negative = inhibition, usual class: inhibitors; further: potency means the concentration at half of the fitted maximal effect; nearly all actives have a fitted effect of over 70% in size; inactives centre near 23
#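 HP1-beta protein (50 nM final) preincubated 30 min at room temperature with biotinylated H3(1-18)K9me3 peptide (50 nM) in PBS pH 7.4, 0.01% Tween-20, then compound added for 30 min. AlphaScreen streptavidin donor/nickel chelate acceptor beads (10 ug/mL final), 30 min dark, luminescence read.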
# JMJD2A Tudor inh: blocks the human JMJD2A Tudor domain; Potency, µM (titrated, usually from 114 µM), inactives show top-dose activity change, negative = inhibition, most hits filed as inhibitors; AlphaScreen JMJD2A-Tudor / H3K4me3 peptide binding; hit rate 4.4% among 390,000; O75164; AID 504339; further: potency means the concentration at half of the fitted maximal effect; on the % scale 0 is the no-effect control and ±100 the full control effect; nearly all actives have a fitted effect of over 50% in size
# Target sequence (O75164 whole entry, looked up, the tested form may be a part): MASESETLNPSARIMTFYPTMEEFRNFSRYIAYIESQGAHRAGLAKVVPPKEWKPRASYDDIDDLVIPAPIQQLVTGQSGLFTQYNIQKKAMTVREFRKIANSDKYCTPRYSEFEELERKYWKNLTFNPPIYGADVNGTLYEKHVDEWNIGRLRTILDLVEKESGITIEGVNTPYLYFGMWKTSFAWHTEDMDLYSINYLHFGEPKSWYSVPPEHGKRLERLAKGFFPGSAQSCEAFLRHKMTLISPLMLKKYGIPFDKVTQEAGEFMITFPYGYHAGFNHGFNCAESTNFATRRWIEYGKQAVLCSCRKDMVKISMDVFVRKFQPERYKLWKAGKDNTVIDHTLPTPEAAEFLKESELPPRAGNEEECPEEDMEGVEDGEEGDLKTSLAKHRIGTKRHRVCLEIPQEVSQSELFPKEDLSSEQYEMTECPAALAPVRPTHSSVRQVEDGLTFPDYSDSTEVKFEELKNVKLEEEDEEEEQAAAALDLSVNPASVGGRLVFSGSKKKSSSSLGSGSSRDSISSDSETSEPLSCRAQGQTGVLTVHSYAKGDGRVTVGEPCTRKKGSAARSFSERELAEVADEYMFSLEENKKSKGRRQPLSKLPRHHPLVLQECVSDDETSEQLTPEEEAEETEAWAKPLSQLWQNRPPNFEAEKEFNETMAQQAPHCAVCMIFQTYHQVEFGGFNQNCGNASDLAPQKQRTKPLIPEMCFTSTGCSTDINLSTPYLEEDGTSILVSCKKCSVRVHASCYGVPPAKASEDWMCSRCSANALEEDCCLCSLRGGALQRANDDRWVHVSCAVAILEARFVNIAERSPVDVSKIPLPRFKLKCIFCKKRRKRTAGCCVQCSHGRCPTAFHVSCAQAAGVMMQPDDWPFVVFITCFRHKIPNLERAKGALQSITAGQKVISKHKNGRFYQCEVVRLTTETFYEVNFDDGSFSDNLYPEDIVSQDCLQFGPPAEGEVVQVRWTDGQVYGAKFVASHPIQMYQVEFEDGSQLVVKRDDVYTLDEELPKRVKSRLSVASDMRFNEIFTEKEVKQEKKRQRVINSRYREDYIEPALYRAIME
# BAZ2B block: BAZ2B (human) inhibition; AlphaScreen BAZ2B-H3K14Ac peptide displacement; Potency, µM (top dose mostly 114 µM), for inactives: at the top dose activity change, negative = inhibition, most hits filed as inhibitors; hit rate 4.4% among 360,000; further: potency means the concentration at half of the fitted maximal effect; on the % scale 0 is the no-effect control and ±100 the full control effect; nearly all actives have a fitted effect of over 60% in size
#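 Protein-peptide AlphaScreen: BAZ2B 50 nM, b-H3K14Ac 50 nM, 1x PBS pH 7.4 + 0.01% Tween-20. Preincubation 30 min RT; cpd 30 min RT (top 110 uM); beads 20 min RT, light-protected.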
# ERG Ets-DNA blk: inhibitors of human ERG Ets domain-DNA interaction; P11308; hit rate 0.028% among 370,000; fluorescence polarization, His-ERG Ets domain / labelled DNA; AID 624246; Potency, µM (top dose mostly 76.9 µM), inactives show at the top dose FP activity, negative = inhibition, hits mostly inhibitors; active means well fitted inhibition curve with a large enough effect in the polarisation, with a control signal flat; inconclusive means small, poorly fitted or top-dose-only effect, or effect the other way, or a change in a side signal; inactive means no such curve, though single readings can be large or run the other way; the % refers to the polarisation;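 further: polarization taken with two DNA probes labelled with fluorescein and Texas red; potency means the concentration at half of the fitted maximal effect; % of control where 0% means no effect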
#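 His-tagged ERG Ets domain (1 uM in the protein solution; 300mM KCl, 50mM Tris-HCl, 1mM EDTA, 1mM DTT, pH 7.5) received compound, then a probe mix of 5 nM fluorescein-DNA and 100nM Texas-615-DNA. Fluorescence polarization was read for both dyes.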
# PI4K2A block: inhibitors of human PI4K2A; Q9BTU6; purified PI4K2A, ADP-Glo luminescence, 1 h; active compounds read low; activity change, negative = inhibition, % at 76.9 µM; hit rate 0.13% among 420,000; in the data active means activity change below about -50%; inconclusive means mostly about -30% to -49%;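 further: -100% = wells without enzyme as full effect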
#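 In this quantitative HTS, ADP production by PI4K2A was quantified luminescently after 1 h at ambient temperature; 100 microM adenosine served as plate-quality control.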
# An asterisk follows results filed as active; i = inactive; ? = inconclusive; / = no result given; [ ] = another dose, or the depositor's remark. Unless noted, the call rests on the fitted dose curve; in most records, active means well fitted curve in the direction sought with a large enough effect; inconclusive means small, poorly fitted or top-dose-only effect, or another doubt; inactive means no such curve, though single readings can be large; an effect the other way counts as inactive or inconclusive.
SMILES,Pin1 inhibitor,Tb PGK inh,G9a inh,GLS inh,HP1b chromo inh,JMJD2A Tudor inh,BAZ2B block,ERG Ets-DNA blk,PI4K2A block
O=c1cc(NC2CCCCC2)c2ccccc2o1,1%,-4%,-4%[12.7 µM],0%,26%,-1%,13%,-10%,-2
CCCCCC(=O)NC(=S)NNC(=O)CC,0%,-1%[11.5 µM],?,31%[activator],-8%,28µM*,33%,/,-3
CCOC(=O)C1CCN(S(=O)(=O)c2ccc(NC(=O)OC)cc2)CC1,1%,-1%,-5%[12.7 µM],-5%,46%[activator],-3%,9%,1%,5
CSc1nc2sc3c(c2c(=O)n1-c1ccc(F)c(Cl)c1)CCN(C(C)=O)C3,-1%,i,-5%[59 µM],0%,14%,-15%,-1%,1%,-5
CCCC(=O)NC(c1ccc(N(C)C)cc1)c1c(O)ccc2ccccc12 (stereo not drawn),1%,-4%,32µM*,31%,50µM*,32µM*,18µM*,-5%,-5
Cc1ccc(NC(=O)CSc2nc(N)cc(N)n2)cc1S(=O)(=O)N1CCOCC1,6%,-9%,/,0%,10%,-2%,13%,3%,-1
Cc1cccc(C2N(c3ccc(F)cc3)C(=O)C3CCCN32)c1 (stereo not drawn),14%,i,/,-5%,50%[activator],-8%,/,4%,-2
CCOC(=O)C1C(=O)Nc2nc(C)nn2C1c1ccccc1 (stereo not drawn),-2%,-9%,-5%[59 µM],5%,25%,-1%,-2%,-5%,-1
CCc1cccc2sc(NC(=O)C3CC3)nc12,-2%,2%,1%,1%,41%[activator],3%,-4%,-8%,0
O=C(C1=C(O)C(=O)N(c2nc3ccc(Cl)cc3s2)C1c1ccco1)c1ccco1 (stereo not drawn),?,-18%,?,18µM*,28µM*,13µM*,45µM*,21%,-13
Cc1cc2c(cc1S(=O)(=O)NCc1ccc(F)cc1)OCC(=O)N2,0%,6%,-42%[59 µM],-1%,20%,-23%,-27%,1%,-1
COc1ccc(C(=O)C2CCN(C(=O)Nc3ccc(C)cc3)CC2)cc1,2%,-2%,10%,-8%,?,?,1%,5%,-2
Cn1c2c(c(=O)n(C)c1=O)C(c1cc3c(cc1Br)OCO3)CC(=O)N2 (stereo not drawn),-1%,-9%,-5%[59 µM],-8%,31%[activator],-22%,-6%,11%,-1
CCn1c(CCC(=O)N(C)CC(=O)Nc2cccc(F)c2)nc2cc(S(=O)(=O)N(C)C)ccc21,-7%,-2%,?,-7%,21%,-14%,9%,13%,4
Cc1ccc2nc(SCC(=O)N(CC(C)C)c3c(N)n(CC(C)C)c(=O)[nH]c3=O)[nH]c2c1,-14%,-2%,?,-1%,44%[activator],-2%,0%,-10%,-1
COc1ccccc1C(=O)COC(=O)Cc1n[nH]c(=O)c2ccccc12,1%,0%,1%,2%,32%,-5%,3%,-4%,1
CCN(C=NC1=NN(c2cccc(C(F)(F)F)c2)CC1)CC,-6%,-9%,?,22%,?,50µM*,50µM*,8%,-2
CCCNc1cc(C)c(C#N)c2nc3ccccc3n12,10%,i,5%[59 µM],7%,24%,-1%,4%,4%,0
CC1CC(=O)Nc2ccc([N+](=O)[O-])cc2N1C (stereo not drawn),-1%,-17%,4%[59 µM],1%,11%,-3%,13%,-3%,3
O=C(CNC(=O)c1ccco1)NCC(=O)OC(C(=O)c1ccccc1)c1ccc(Cl)cc1 (stereo not drawn),2%,-3%,?,1%,39%[activator],23%[57.1 µM],12%,6%,-1
O=C(CSc1ccc2nnc(-c3cccnc3)n2n1)Nc1ccccc1C(F)(F)F,2%,0%,-20%,-8%,35%,0%,6%,-6%,4
O=C(COc1ccc2c(c1)OCO2)NC12CC3CC(CC(C3)C1)C2,-1%,-1%,-42%[12.7 µM],-12%,-5%,?,?,8%,6
CC1CCCC(CC(=O)O)(CC(=O)O)C1 (stereo not drawn),-11%,2%,7%,12%,44%[activator],-4%,3%,-3%,5
CN(C)/N=C1\CCS(=O)(=O)c2sccc21,-4%,-1%,?,-6%,31%,-26%,-3%,10%,4
CC(c1ccc(Br)cc1)N1CC23C=CC(O2)C(C(=O)O)C3C1=O (stereo not drawn),-2%,-8%,?,2%,34%,-7%,8%,-7%,-2
CCCS(=O)(=O)Nc1c(OC)ccc2c1c(C(=O)OCC)c(C)n2C,-11%,-2%,?,11%,?,-19%,-2%,6%,-2
CCc1ccc(OCC(=O)NC(=S)Nc2cccc(CO)c2)c(Br)c1,-6%,2%,-46%[12.7 µM],22%,24%,-13%,-11%,/,1
CC(NC(=O)C(Cc1ccccc1)NC(=O)c1ccccc1)C(=O)O (stereo not drawn),-18%,i,?,6%,20%,-22%,-10%,2%,5
C=C(C(=O)c1ccccc1)C(NC(C)(C)C)c1ccccc1 (stereo not drawn),4%,i,/,-2%,35%,-8%,/,-3%,10
O=C1CCC/C(=N\NC(=O)c2ccc(COc3cccc4cccnc34)cc2)C1,?,i,24%[59 µM],36%[activator],32%,-9%,4%,6%,0
CCc1[nH]nc2c1C(c1cccc(OC(=O)N3CCOCC3)c1)C(C#N)=C(N)O2 (stereo not drawn),-1%,-2%,-21%[59 µM],70%[activator],14%,-13%,10%,/,-1
O=C(Nc1ccccc1N1CCCCC1)C1CCN(C(=O)c2ccc(Cl)cc2)CC1,1%,i,?,-20%,16%,-18%,-1%,2%,2
CCOC(=O)c1c(C)[nH]c(C(=O)CSc2nnc(C3CC3)n2N)c1C,4%,-6%,?,29%,?,?,13%,0%,2
CCN(C(=O)COC(=O)c1cccc(-n2cnnn2)c1)C1CCCCC1,6%,1%,4%,5%,25%,-5%,0%,10%,7
CN(C)S(=O)(=O)c1ccc(NC(=O)c2ccccn2)cc1,-10%,-2%,?,-2%,27%,-13%,8%,-5%,-9
CCCS(=O)(=O)c1c(S(=O)(=O)CCC)c2c(N)cccn2c1C(=O)c1ccccc1,2%,-2%,?,8%,-15%,?,?,14%,1
C=C(C)c1cccc(C(C)(C)NC(=O)NCC2CCCO2)c1 (stereo not drawn),-11%,-9%,9%[59 µM],8%,15%,-8%,-1%,7%,6
CCOC(=O)CSc1nnc(-c2cccc(Br)c2)o1,-5%,-7%,0%[59 µM],-21%,50%,50%[activator],27%,-8%,2
CCc1nnc(NC(=O)CSc2nccn2-c2cc(C)cc(C)c2)s1,0%,3%,-21%,2%,10%,-23%,-34%,-1%,-1
Cc1ccc(-n2nc(C)cc2NC(=O)c2ccc(C)s2)cc1,-13%,i,79µM*,-1%,26%,7%,10%,6%,-8
CC(=O)Nc1ccc(S(=O)(=O)NCc2ccc3c(c2)CCN3C(C)=O)cc1,-6%,-9%,6%[59 µM],3%,53%[activator][57 µM],-9%,3%,4%,-3
COC(=O)/C=c1/s/c(=C(\C#N)C(=O)NCc2ccco2)n(-c2ccc(C)cc2)c1=O,27%,i,?,2%,30%,-25%,3%,7%,-1
CCN(C[C@H]1N[C@@](CC)(C(=O)OC)[C@H]2C(=O)N(Cc3ccccc3)C(=O)[C@@H]12)C(=O)NC(C)C,-16%,1%,/,10%,19%,-24%,/,-14%,-9
O=C1C2CCCN2C(c2ccccc2)N1c1nccs1 (stereo not drawn),2%,2%,?,1%,19%,?,?,-1%,0
Cc1cccc(Cc2nnc(CCC(=O)N(CC3CC3)CC3CCCO3)o2)c1 (stereo not drawn),?,i,-33%,-7%,33%,-7%,-13%,8%,0
O=C(NNC(=O)c1cc2cc(Br)ccc2oc1=O)c1ccc(O)cc1O,/,-27%,-3%,-7%,0%,?,11µM*,8%,-1
Cc1nn(Cc2ccccc2)c(Cl)c1C(=O)NCCc1ccc(Cl)cc1,?,-9%,26%[59 µM],-2%,15%,-14%,-5%,-6%,2
Cc1ccc(/C=C2\SC(=S)N(CCCC(=O)NC3CCCC3)C2=O)cc1,-3%,9%,/,0%,10%,-6%,-7%,-10%,2
Cc1cc(NC(=O)CSCC(=O)Nc2ccccc2N2CCCCC2)no1,-2%,-4%,?,12%,24%,-8%,1%,-10%,-3
CCCOc1ccc(Cl)cc1Nc1nc(NCCO)nc(N2CCCC2)n1,-7%,-11%,/,-1%,12%,-10%,/,/,-3
# (next part)
SMILES,Pin1 inhibitor,Tb PGK inh,G9a inh,GLS inh,HP1b chromo inh,JMJD2A Tudor inh,BAZ2B block,ERG Ets-DNA blk,PI4K2A block
COc1cccc(N2CCN(C(=O)CCc3nnc4ccc(N5CCOCC5)nn34)CC2)c1,-8%,-1%,10%,2%,73%[activator],-21%,-20%,0%,-5
CCOC(=O)N1CCC(NC(=O)c2cc3c(-c4ccc(OC)c(OC)c4)nn(C)c3s2)CC1,-16%,-5%,6%[12.7 µM],-1%,25%,-5%,2%,-13%,8
CC(Oc1cccc2c1OC(C)(C)C2)C(=O)O (stereo not drawn),-4%,-3%,2%[59 µM],1%,30%,-34%,-2%,-13%,-8
O=C1CCCc2c1[nH]c1ccc(Cl)cc21,-3%,0%,22%[59 µM],-20%,32%,0%,-3%,-7%,4
